Screening data: PubChem, several laboratories
TMEM16A act – activates or potentiates the mouse TMEM16A chloride channel. HEK293 TMEM16A/YFP-H148Q/I152L, iodide quench fluorescence; hits give low values. B-score at 10 µM. actives 0.3% (n = 340,000). AID 623877. Q8BHY3;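 active = fluorescence-ratio B-score plate-corrected deviation score at least 3 library SD below zero, with starting fluorescence score within 5 deviations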;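 note: channel opened by trigger with iodide after compound preincubation; score built on the fluorescence ratio of max minus min over baseline; more negative score means more quench and so TMEM16A activation or potentiation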
KCNK3 block – human KCNK3 channel inhibition, primary screen; O14649; CHO-KCNK3 thallium flux, FluxOR fluorescence; hits give low values; B-score at 10 µM; actives 0.84% (n = 340,000); AID 602410;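 active = B-score under library mean minus 4 SD, starting fluorescence ratio at most library mean plus 5 SD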;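 note: more negative B-score means stronger inhibition of thallium flux through KCNK3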
KCNQ1 inh – human KCNQ1 channel inhibition | P51787 | CHO-K1 KCNQ1, FluxOR thallium flux fluorescence; hits give high values | B-score at 10 µM | actives 1.3% (n = 310,000);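 active = compounds whose thallium flux B-score, printed positive for inhibition, exceeds three library SD while starting fluorescence stays within three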;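 note: channel opened by potassium depolarization with thallium stimulus after 20 min compound exposure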
hERG protect – hERG (human) protection from proarrhythmic block; activation (rescue from dofetilide block), less the hit threshold, % at 10 µM; CHO-hERG, FluxOR thallium flux, dofetilide IC70 present; Q12809; AID 1511; actives 0.51% (n = 310,000);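 active = activation above the mean of controls blocked by dofetilide plus 5 SD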;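 note: thallium influx through hERG after potassium depolarization seen as dye fluorescence rise; in these data hits start at about 4.7%; inactives centre near -7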
Target sequence (Q12809 whole entry, looked up): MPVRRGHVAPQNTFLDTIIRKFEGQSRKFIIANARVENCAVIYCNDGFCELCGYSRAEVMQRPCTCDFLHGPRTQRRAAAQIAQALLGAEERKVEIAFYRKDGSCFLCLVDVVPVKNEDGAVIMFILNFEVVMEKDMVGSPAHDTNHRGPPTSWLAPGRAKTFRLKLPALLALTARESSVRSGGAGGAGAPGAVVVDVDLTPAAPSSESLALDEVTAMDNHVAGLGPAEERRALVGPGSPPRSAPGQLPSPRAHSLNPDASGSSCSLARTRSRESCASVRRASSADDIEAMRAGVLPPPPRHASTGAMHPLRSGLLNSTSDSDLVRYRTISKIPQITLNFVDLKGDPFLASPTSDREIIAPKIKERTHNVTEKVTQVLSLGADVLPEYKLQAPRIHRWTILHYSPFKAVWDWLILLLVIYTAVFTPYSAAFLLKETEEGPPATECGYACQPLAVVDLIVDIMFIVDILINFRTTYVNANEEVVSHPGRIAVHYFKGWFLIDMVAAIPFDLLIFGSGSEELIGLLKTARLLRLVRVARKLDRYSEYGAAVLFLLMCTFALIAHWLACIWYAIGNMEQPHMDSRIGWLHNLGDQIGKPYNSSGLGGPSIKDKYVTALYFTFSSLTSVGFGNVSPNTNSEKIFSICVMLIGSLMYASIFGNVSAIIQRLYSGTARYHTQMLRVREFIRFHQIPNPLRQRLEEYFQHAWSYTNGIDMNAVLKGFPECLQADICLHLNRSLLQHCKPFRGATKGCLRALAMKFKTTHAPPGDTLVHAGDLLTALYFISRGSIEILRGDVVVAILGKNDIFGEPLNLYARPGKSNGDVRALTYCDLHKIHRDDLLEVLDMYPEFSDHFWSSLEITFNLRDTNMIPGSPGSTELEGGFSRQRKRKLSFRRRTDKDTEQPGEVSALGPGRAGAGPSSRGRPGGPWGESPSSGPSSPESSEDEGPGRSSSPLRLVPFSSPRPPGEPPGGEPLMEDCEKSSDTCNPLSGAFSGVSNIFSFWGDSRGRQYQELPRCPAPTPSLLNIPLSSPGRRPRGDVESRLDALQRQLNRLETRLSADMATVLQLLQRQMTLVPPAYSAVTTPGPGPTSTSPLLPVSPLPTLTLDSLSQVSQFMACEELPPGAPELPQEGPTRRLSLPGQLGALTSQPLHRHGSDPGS
TMEM16A inh – mouse TMEM16A channel inhibition, primary screen; Q8BHY3; HEK293 TMEM16A/YFP iodide influx fluorescence, ionomycin; normalized B-score (activity score, 25-100; higher = stronger inhibition) at 10 µM; actives 1.2% (n = 310,000); AID 588511;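 active = ratio plate-corrected score three or more library SD toward inhibition, starting fluorescence score within five deviations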;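 note: score derived from kinetic fluorescence span divided by baseline fluorescence per well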
TRPC4 act – activators of mouse TRPC4 channel | HEK293 TRPC4beta/mu-opioid, Fluo4 calcium fluorescence; hits give high values | B-score at 10 µM | actives 0.49% (n = 310,000);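 active = B-score above 5 SD of library B-scores, and initial fluorescence ratio not above library mean plus 5 SD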;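 note: positive B-score marks a calcium rise read as TRPC4 activation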
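Material: TRPC4beta and mu-opioid receptor HEK293 stable cells | Incubation: 45 min room-temperature Fluo4 loading, 110 s read | Detection: Kinetic Fluo4 calcium fluorescence | Measure: Integrated baseline-normalised fluorescence ratio, converted to per-well B score | Benchmarks: Low control buffer alone, high control maximal DAMGO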
HDAC3 inh – blocks human histone deacetylase 3; recombinant HDAC3, fluorogenic peptide/trypsin coupled, fluorescence; inhibition, % at 8.3 µM; AID 2718; actives 0.15% (n = 320,000); in the data active = inhibition above about 26%, passing the limit was not always enough; inconclusive = no clear call, values can overlap the other calls
KCNQ1 act – potentiators or activators of human KCNQ1 potassium channel | CHO-K1 KCNQ1, thallium flux FluxOR fluorescence; hits give high values | actives 0.35% (n = 310,000) | P51787 | B-score at 10 µM;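 active = fluorescence ratio B-score, a plate-corrected score, at least three library SD, with initial intensity B-score within 5 SD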
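Medium – assay buffer, equal DMSO in all wells · Material – CHO-K1 cell line with stable KCNQ1 potassium channel expression · Signal – kinetic FluxOR thallium fluorescence, 10-s 1-Hz baseline, 110-s post-stimulus read · Compound – single concentration per compound, DMSO matched to controls · Schedule – 37 °C overnight plating, 90-min dark dye load, 20-min compound pretreatment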
KCNK9 block – inhibitors of human KCNK9 two-pore domain potassium channel; Q9NPC2; HEK293 KCNK9, FluxOR thallium flux fluorescence; hits give low values; B-score at 10 µM; actives 1.2% (n = 310,000);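 active = ratio B-score over 3 SD below the library mean, with starting fluorescence within 5 SD of its mean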;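 note: negative B-score means less thallium flux so channel inhibition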
DYRK1A inh – inhibitors of rat Dyrk1A kinase | Q63470 | actives 0.43% (n = 310,000) | AID 504441 | inhibition, % at 12.5 µM | ADP-Glo luminescence, NFATc1 peptide; in the data active = inhibition above about 50%;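 note: plate controls were vehicle with enzyme for no effect and no enzyme for full effect; many of its hits are not listed in these tables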
TRPC4 potent – allosteric potentiators of mouse TRPC4 channel; Q9QUQ5; HEK293 TRPC4beta/mu-opioid, DAMGO EC20, Fluo-4 Ca2+ flux; hits give high values; B-score at 10 µM; actives 0.42% (n = 310,000);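 active = B-score of calcium response area above 5 SD of library B-scores, with initial fluorescence ratio within 5 SD of library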;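 note: B-score of integrated fluorescence ratio over time as area under calcium response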
The depositor's hits bear a star; i = inactive; ? = inconclusive; / = not tested or not shown. Not all compounds are listed; the hit share may differ from the screen's.

SMILES	TMEM16A act	KCNK3 block	KCNQ1 inh	hERG protect	TMEM16A inh	TRPC4 act	HDAC3 inh	KCNQ1 act	KCNK9 block	DYRK1A inh	TRPC4 potent
COc1ccc(/C=N/N=C2/NC(=O)C(CC(=O)NC(C)C)S2)cc1 (stereo not given)	i	i	i	-14	i	i	0	i	i	/	i
COCCn1c(SCC(=O)Nc2sc(C)c(C)c2C#N)nnc1-c1ccc(OC)cc1	i	i	i	-13	i	i	4	i	i	11	i
CC(OC(=O)Cn1cnc2c1c(=O)n(C)c(=O)n2C)C(=O)N(C)c1ccccc1 (stereo not given)	i	i	i	-11	i	i	6	i	i	-1	i
COCCOC(=O)c1[nH]c2c(c1C)C(=O)CC(c1ccc(F)cc1)C2 (stereo not given)	i	i	i	-6	i	i	-2	i	i	8	i
Cc1ccc(Cn2nc(C)c(C(=O)NCC(c3cccs3)N3CCOCC3)c2Cl)cc1 (stereo not given)	i	i	i	-11	i	i	5	i	i	1	i
CCCCNC(=O)/C=C1\Sc2ccccc2NC1=O	i	i	i	-6	i	i	0	i	i	-2	i
O=[N+]([O-])c1ccc(O)c(/C=N/n2cnnc2)c1	i	i	i	-2	i	i	8	i	i	0	i
CNC(=O)Nc1ccccc1NC(=O)NC	i	i	i	-12	i	i	0	i	i	-1	i
COc1ccc(C(=O)NCC2OCCc3ccccc32)cc1OC (stereo not given)	i	i	i	-2	i	i	1	i	i	1	i
CC(C)Nc1nc(Oc2ccc(Cl)cc2)cc(C(F)(F)F)n1	i	i	i	-16	i	i	?	i	i	-11	i
O=C(c1ccccc1Cl)N1CCN(S(=O)(=O)N2CCCCC2)CC1	i	i	i	-2	i	i	-4	i	i	2	i
CCn1c(SCC(=O)NNC(=O)c2ccc(C)cc2)nnc1-c1ccncc1	i	i	i	-7	i	i	-2	i	i	0	i
O=S(=O)(NCCc1ccccc1)c1ccc(Br)s1	i	i	i	-6	i	i	5	i	i	14	i
CCS(=O)(=O)NCC(c1cccnc1)N1CCN(c2ccccc2OC)CC1 (stereo not given)	i	i	i	-8	i	i	/	i	i	-3	i
O=C(O)CCN1c2cccc3cccc(c23)S1(=O)=O	i	i	i	-3	i	i	-4	i	i	4	i
CCC(=O)N1CCN(c2c(Cl)cccc2[N+](=O)[O-])CC1	i	i	i	-3	i	i	2	i	i	7	i
COc1ccc(C(=O)NCc2ccc(N3CCN(C)CC3)cc2)cc1	i	i	i	-7	i	i	-2	i	i	-1	i
CCOC(=O)C1(CC2CCCCO2)CCN(Cc2nc3ccccc3[nH]2)CC1 (stereo not given)	i	i	i	-10	i	115*	0	i	i	-20	i
COc1ccc(C2=NOC(C(=O)NCCCn3ccnc3)C2)cc1 (stereo not given)	i	i	i	-10	i	i	7	i	i	-2	i
COc1cc(CNc2ccc(C(=O)O)cc2)cc(Br)c1OCC(=O)NC(C)(C)C	i	i	i	-5	i	i	4	i	i	-2	i
Cc1ccc(NC(=O)c2ccccc2OCC(=O)c2ccccc2)cc1	i	i	i	-9	i	i	5	i	i	-5	i
FC(F)(F)c1nc(-c2ccncc2)ncc1-c1nnnn1-c1ccccc1	i	i	i	-9	i	i	2	i	i	-3	i
CCc1cc(=O)oc2cc(C)cc(OC(C)C(=O)NC3CC(C)(C)NC(C)(C)C3)c12 (stereo not given)	i	i	i	-4	i	i	-34	i	i	4	i
O=C(CSc1nnc(-c2cc3ccccc3cc2O)n1Cc1ccco1)N1CCc2ccccc2C1	i	i	i	-15	i	i	-2	i	i	2	i
COC(=O)CSc1nnc(-c2cccnc2)o1	i	i	i	-8	i	i	-14	i	i	1	i

Brought forward from above: 2 compounds, followed by the next part.
SMILES	TMEM16A act	KCNK3 block	KCNQ1 inh	hERG protect	TMEM16A inh	TRPC4 act	HDAC3 inh	KCNQ1 act	KCNK9 block	DYRK1A inh	TRPC4 potent
O=C(CSc1nnc(-c2cc3ccccc3cc2O)n1Cc1ccco1)N1CCc2ccccc2C1	i	i	i	-15	i	i	-2	i	i	2	i
COC(=O)CSc1nnc(-c2cccnc2)o1	i	i	i	-8	i	i	-14	i	i	1	i
CN1CCN(c2nc(-c3ccccc3)nc(-c3ccccc3)c2C#N)CC1	i	i	i	-17	i	i	3	i	i	-2	i
Cc1cc(/C=N/NC(=O)c2cccc([N+](=O)[O-])c2)c(C)n1-c1ccccc1	i	i	i	-6	i	i	0	i	i	0	i
O=C(Cc1ccc(F)cc1)Nc1ccccc1N1CCCC1	i	i	i	-9	i	i	1	i	i	-2	i
COc1ccc(S(=O)(=O)C(C#N)c2nc3ccccc3nc2N2CCC(C)CC2)cc1 (stereo not given)	/	/	i	-8	i	i	-14	i	i	/	i
COc1ccc(CN2CCCCCC2)c(C)c1C	i	i	i	-12	i	i	-4	i	i	/	i
CCCCOc1ccc(S(=O)(=O)N2CCCCC2)cc1	i	i	i	-4	i	i	-1	i	i	-5	i
CSc1ccccc1NC(=O)CN(C)CC(=O)NCC(=O)Nc1ccc(F)cc1	i	i	i	-16	i	i	8	i	i	11	i
O=C(COc1ccc(S(=O)(=O)N2CCOCC2)cc1Cl)NCc1ccco1	i	i	i	-4	i	i	-3	i	i	-5	i
O=C(CCc1ccccc1)NCCSc1ccccc1	i	i	i	-7	i	i	1	i	i	-5	i
COc1cc([N+](=O)[O-])ccc1NC(=O)c1cccc(NC(=O)C(C)C)c1	i	i	i	-8	i	i	4	i	i	-4	i
CCOC(=O)c1ccc(NC(=S)NNC(=O)COC)cc1	i	i	i	-11	i	i	0	i	i	-1	i
CN(C)/C=C1\NC(=S)N(c2ccccc2)C1=O	i	i	i	-4	i	i	?	i	i	0	i
Cc1cc(C)cc(NC(=O)Cn2c(=O)oc3cc(S(=O)(=O)N4CCC(C)CC4)ccc32)c1	i	i	i	-1	i	i	12	i	i	0	i
O=C(CCN1C(=O)/C(=C/c2cccc(Br)c2)SC1=S)Nc1cccnc1	i	i	i	-9	i	i	-2	i	i	0	i
COc1cccc(CC(NC(C)=O)C(=O)NC2CCN(c3c(Cc4ccccc4)c(C)nc4ncnn34)CC2)c1OC (stereo not given)	i	i	i	-9	i	i	14	i	i	4	i
CCCN1CCC(=O)N(CCSc2ccc(OC)cc2)CC1	i	i	i	-5	i	i	1	i	i	3	i
COc1ccc(NS(=O)(=O)c2ccc(-c3ccccn3)s2)cc1	i	i	i	-9	i	i	-6	i	i	/	i
COc1cc(/C=N/NC(=O)c2ccncc2)ccc1OC(=O)c1ccc([N+](=O)[O-])cc1	i	i	i	0	i	i	-6	i	i	-9	i
c1ccc(CSc2nnc(-c3ccco3)c(-c3ccco3)n2)cc1	i	i	i	-7	i	i	3	i	i	-2	i
COc1ccccc1NC(=O)CSc1ccc(-c2cccs2)nn1	i	i	i	-10	i	i	1	i	i	8	i
CC(C)OC(=O)CSc1nnc(-c2ccc([N+](=O)[O-])cc2)o1	i	i	i	-8	i	i	-4	i	i	1	i
COc1ccc(NC(=O)C2CCCN2C(=O)Nc2ccc(OC)cc2)cc1 (stereo not given)	i	i	i	-5	/	i	/	i	i	-7	i
C=CCc1cccc2cc(C(=O)N(CC)CC)c(=O)oc12	i	i	i	-17	i	i	0	i	i	-2	i
COCCNC(=O)c1onc(CSc2cc(C)ccc2C)c1C(=O)O	i	i	i	-7	i	i	3	i	i	-1	i
COc1cc(/C=C/C(=O)O)cc(Br)c1O	i	i	i	-12	i	i	2	i	i	10	i
Continuation:
SMILES	TMEM16A act	KCNK3 block	KCNQ1 inh	hERG protect	TMEM16A inh	TRPC4 act	HDAC3 inh	KCNQ1 act	KCNK9 block	DYRK1A inh	TRPC4 potent
Cc1ccccc1-n1c(=O)[nH]c(=O)c2c(N)c(C(=O)c3ccc(Cl)cc3)sc21	i	i	i	-10	i	i	-1	i	i	-2	i
CN(CC(=O)NCCc1ccc(Cl)cc1)S(=O)(=O)c1ccc2c(c1)c(=O)n(C)c(=O)n2C	i	i	i	-15	i	i	-1	i	i	-1	i
CN(C)S(=O)(=O)c1ccc(C(=O)NCCN=C2NS(=O)(=O)c3ccccc32)cc1	i	i	i	-2	i	i	4	i	i	-7	i
CCOc1ccc(-c2nnn(CCC(=O)O)n2)cc1OC	i	i	i	-12	i	i	0	i	i	-1	i
CCOC(=O)c1cc(CC)sc1NC(=O)C1CC1	i	i	i	-8	i	i	-8	i	i	1	i
Cc1ccc(Cl)c(OCC(=O)NN2CCN(C)CC2)c1	i	i	i	-5	i	i	-5	i	i	-4	i
Cc1noc(C)c1CSc1nnc2scc(-c3ccc(Cl)cc3)n12	i	i	i	-12	i	i	1	i	i	0	i
Cc1ccc(CNC(=O)CCC(=O)Nc2nnc(C3CCCCC3)s2)cc1	i	i	i	-5	i	i	2	i	i	/	i
Cc1csc2c(NCCCN3CCOCC3)ncnc12	i	i	i	-9	i	i	-5	i	i	7	i
O=C1c2ccccc2C(=O)N1CCSc1ncn[nH]1	i	i	i	-3	i	i	-9	i	i	-6	i
COC(=O)c1sc2cnccc2c1N	i	i	i	-1	i	i	-54	i	i	58*	i
Cc1cccc(NC(=O)c2ccc3c(=O)n4c(nc3c2)CCCCC4)n1	i	i	i	-17	i	i	/	i	i	1	i
Cc1cc2oc(C(=O)NCCc3ccc(S(N)(=O)=O)cc3)cc(=O)c2cc1C	i	i	i	-4	i	i	-1	i	i	-2	i
O=C1Nc2ccc(Br)cc2/C1=C/C(=O)c1ccc2c(c1)OCO2	i	i	i	-4	i	i	9	i	i	-3	i
O=C(CCCn1c(=O)[nH]c2ccc(Br)cc2c1=O)NCc1ccc(Cl)cc1	i	i	i	-14	i	i	-1	i	i	-5	i
Cn1c(-c2ccccc2)c(C(=O)CCl)c2ccccc21	i	i	i	-22	/	i	/	i	i	25	i
O=c1cc(C(F)(F)F)oc2c1ccc1ccccc12	i	i	i	-15	i	i	3	i	i	6	i

6 compounds from above, limited to DYRK1A inh and TRPC4 act.
| mol | DYRK1A inh | TRPC4 act |
| --- | --- | --- |
| Cc1csc2c(NCCCN3CCOCC3)ncnc12 | 7 | i |
| O=C1c2ccccc2C(=O)N1CCSc1ncn[nH]1 | -6 | i |
| COC(=O)c1sc2cnccc2c1N | 58* | i |
| Cc1cccc(NC(=O)c2ccc3c(=O)n4c(nc3c2)CCCCC4)n1 | 1 | i |
| Cc1cc2oc(C(=O)NCCc3ccc(S(N)(=O)=O)cc3)cc(=O)c2cc1C | -2 | i |
| O=C1Nc2ccc(Br)cc2/C1=C/C(=O)c1ccc2c(c1)OCO2 | -3 | i |
